# Bioassay records (PubChem BioAssay)
# HTR1A agonist = human 5-HT1a receptor agonists, primary screen, cell-based, CHO, Ga15 NFAT-bla reporter. CHO 5-HT1a Ga15 NFAT-bla reporter, FRET ratio; 0% basal, 100% maximal reference agonist. 5-hydroxytryptamine receptor 1A (Homo sapiens), P08908. hit rate 0.56% among 65,000. activation, % at 10 µM;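 active = activation above the screen-wide mean activation plus 3 SD, cut at about 19% in these data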;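 note: 0% = DMSO wells and 100% = 5-CT at EC100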
# Target sequence (P08908 whole entry, looked up): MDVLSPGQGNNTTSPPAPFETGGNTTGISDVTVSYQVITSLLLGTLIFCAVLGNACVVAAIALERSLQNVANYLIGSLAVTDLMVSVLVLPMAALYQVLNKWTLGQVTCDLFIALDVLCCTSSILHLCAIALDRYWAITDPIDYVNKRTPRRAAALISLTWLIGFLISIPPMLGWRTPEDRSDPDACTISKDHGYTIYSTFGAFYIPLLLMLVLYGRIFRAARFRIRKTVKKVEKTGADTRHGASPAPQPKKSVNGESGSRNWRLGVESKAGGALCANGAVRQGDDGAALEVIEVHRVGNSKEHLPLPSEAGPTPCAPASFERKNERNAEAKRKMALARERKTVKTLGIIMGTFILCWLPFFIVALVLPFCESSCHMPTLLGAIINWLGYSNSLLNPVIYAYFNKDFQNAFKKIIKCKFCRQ
# D1 mod = D1 CRE-luciferase signal change, two-sided – cell-based, HEK293 D1, dopamine EC30, D1 allosteric modulator project, primary screen | B-score at 10 µM | hit rate 5.9% among 58,000 | AID 641, 2007 | D(1A) dopamine receptor (Homo sapiens), P21728 | dopamine EC30 potentiation; actives deviate in either direction;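 active = luminescence count or its row- and column-corrected plate score outside the 99.7% band of the plate's sample wells, on either side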
# Target sequence (P21728 whole entry, looked up): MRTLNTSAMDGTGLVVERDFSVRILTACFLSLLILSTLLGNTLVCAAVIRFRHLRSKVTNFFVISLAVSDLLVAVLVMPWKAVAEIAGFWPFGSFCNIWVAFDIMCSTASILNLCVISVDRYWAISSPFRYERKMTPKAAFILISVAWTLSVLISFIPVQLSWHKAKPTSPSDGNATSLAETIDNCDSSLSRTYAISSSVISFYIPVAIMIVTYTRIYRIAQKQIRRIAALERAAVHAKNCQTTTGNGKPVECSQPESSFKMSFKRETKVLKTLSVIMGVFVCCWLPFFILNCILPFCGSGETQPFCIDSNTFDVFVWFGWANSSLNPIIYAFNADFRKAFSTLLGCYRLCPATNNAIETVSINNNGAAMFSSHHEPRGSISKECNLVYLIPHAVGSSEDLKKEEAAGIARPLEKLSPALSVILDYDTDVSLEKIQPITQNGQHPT
# Ec RNAP inh = E. coli RNAP inhibitors, biochemical; DNA-directed RNA polymerase subunit beta (Escherichia coli (strain K12)), P0A8V2; AID 559, 2006; inhibition, %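 (tested at 10 µM)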; hit rate 0.2% among 62,000; E. coli RNA polymerase, fluorescence transcription assay; in the data active = inhibition above about 20%;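 note: 0% = enzyme without compound and 100% = no enzyme blank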
# NADH coupling = inhibitors of PK/LDH coupling enzymes, profiling panel, artefact control, biochemical, MLSMR library; IC50, µM (highest dose often 10 µM), for the others: at the highest dose inhibition; coupled PK/LDH NADH assays, four targets; hit rate 0.02% among 65,000; AID 774, 2007;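 active = single-dose screening hits from any of four coupled enzyme assays that gave an IC50 when retested across doses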;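 note: the DPM-DC format reads NADH fluorescence rather than 340 nm absorbance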
# Hsp90 block = tumor Hsp90 inhibitors, primary screen, cell lysate, fluorescence polarization, NCI-N417 lysate; Heat shock protein HSP 90-alpha (Homo sapiens), P07900; Cy3B-geldanamycin FP displacement; inhibition, % at 30 µM; hit rate 0.35% among 64,000;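 active = inhibition above 50%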;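 note: 0% = tracer plus lysate wells and 100% = tracer alone without lysate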
# M1 agonist = M1 muscarinic receptor agonists, primary screen, CHO-M1 cells, Fluo-4 calcium, agonist mode. AID 626, 2007. Fluo-4 calcium fluorescence; active compounds read high. B-score at 10 µM. hit rate 3% among 64,000. Muscarinic acetylcholine receptor M1;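 active = fluorescence rise, raw or as B-score row- and column-corrected plate score, outside the 99.7% band of its plate's samples, either direction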
# HER2 expr 66K = inhibitors of Her2 protein expression, primary screen, SKBR-3 cells, AlphaScreen, 66K library | Receptor tyrosine-protein kinase erbB-2 (Homo sapiens), P04626 | SKBR-3 HER2 protein level, 18-24 h; active compounds read low | HER2 level % of control, % at 10 µM | hit rate 0.69% among 65,000 | AID 645, 2007;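 active = HER2 level under 5% of the carrier-only control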;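 note: 100% = DMSO carrier and 0% = 500 nM PU-H71 HSP90 inhibitor; lower value means stronger loss of Her2 protein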
# M1 antag = antagonists of rat M1 muscarinic receptor. Muscarinic acetylcholine receptor M1 (Rattus norvegicus), P08482. CHO-M1 cells, Fluo-4 calcium, ACh EC80 antagonist mode; active compounds read low. B-score at 10 µM. hit rate 3.4% among 64,000. AID 628, 2007;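 active = calcium fluorescence response, raw or row-and-column corrected B-score, differing from the plate sample mean either way at a set confidence level, mostly lower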
# Fluor 339 460 = intrinsic fluorescence of library compounds, ex339/em460 – biochemical, MLSMR library, data from DPM-DC assay, artefact control, profiling panel; hit rate 5.5% among 65,000; fluorescence fold increase at 10 µM; AID 709, 2007; compound autofluorescence, ex339/em460 nm, NADH buffer; active compounds read high; 1 = no-compound wells, NADH background;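 active = at 10 µM, mean starting fluorescence two-fold or more over control wells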;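 note: signal is the first read of a kinetic run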
# Active calls of the source: *; · = not tested or not shown; & = joins results of further samples; [ ] = remark or other dose.
no.	Compound	HTR1A agonist	D1 mod	Ec RNAP inh	NADH coupling	Hsp90 block	M1 agonist	HER2 expr 66K	M1 antag	Fluor 339 460
1	COc1cccc(-n2c(C)c(C(C)=O)c(C(C)=O)c2C)c1	-1.1	-0.041	5	5%	-3	-0.73	92	-0.035	1
2	CCOC(=O)CSc1nc2cc(C)cc(C)c2cc1C#N	-0.9	0.43	8	5%	-15	1.4	88	-0.96	1.1
3	COc1cccc(OCc2nc3ccccc3c(=O)n2N)c1	1.0	1	11	1%	-4	0.014	75	-0.41	1.1
4	CCOC(=O)C1=C2SCCN2C(=O)C(C#N)C1(C)C (centres undefined)	0.5	-0.44	6	3%	·	3.5*	135	-0.19	1.1
5	Cc1c(Nc2nc3ccccc3nc2NS(=O)(=O)c2ccccc2)c(=O)n(-c2ccccc2)n1C	6.7	0.1	-5	4%	0	-0.82	119	-0.33	1.1
6	O=C(CSc1nc(N2CCCCC2)nc(N2CCCCC2)n1)N1CCN(c2ccccc2)CC1	5.7	-0.14	9	5%	0	0.39	103	-0.22	1
7	CCc1ccc2nc(NC(=O)c3cc(C)on3)sc2c1	-2.5	0.49	·	5%	-3	0.052	67	-0.39	1.1
8	CC(C)(C)c1cc(CNC2CS(=O)(=O)C[C@@H]2O)cc(C(C)(C)C)c1O (some centres undefined)	0.0	0.43	6	4%	1	-0.38	98	-0.14	1.1
9	CCOc1ccc2nc(NC(=O)CSc3nc4cccnc4n3C)sc2c1	0.3	-0.32	7	5%	-4	-0.45	106	1.2	1.1
10	Cc1ccc(C23CC4CC(CC(NC(=O)N5CCN(C)CC5)(C4)C2)C3)cc1	-1.3	-1.1	-2	4%	-1	0.31	83	-0.015	1.1
11	COC(=O)CSc1nc2c(c(-c3ccc(C)o3)c1C#N)CCCC2	-1.5	2.5	6	5%	-7	-1.6	98	-0.58	1.7
12	Cc1cc(C)c(S(=O)(=O)Nc2ccc(O)cc2)cc1C	2.6	0.3	4	7%	-4	-0.046	66	1.1	1.1
13	CCc1sc(NS(C)(=O)=O)nc1-c1ccccc1	-0.7	0.37	13	9%	-5	-0.019	·	-0.023	1.1
14	Cn1c(NC(=O)c2ccccc2F)cc(=O)n(C)c1=O	0.7	0.34	3	9%	-1	-1.4	82	0.02	1.1
15	CCS(=O)(=O)N1CCCC(C(=O)NC2CCCCC2C)C1 (centres undefined)	-2.1	-0.13	-1	5%	-1	-2.5	89	0.46	1
16	O=C(NCc1ccco1)C(c1cccnc1)N(C(=O)Cn1nnc2ccccc21)c1ccc(F)cc1 (centres undefined)	0.2	0.061	1	8%	-8	0.79	92	-0.32	1.1
17	Cn1c(=O)c2c(nc(Oc3ccc(-c4ccccc4)cc3)n2C)n(C)c1=O	-0.6	-0.81	1	5%	-1	0.79	94	-0.031	1.1
18	CCCOC(=O)CCn1c(=S)oc2ccccc21	0.0	0.082	12	9%	0	-0.027	95	0.017	1.1
19	COc1ccc([C@@H]2[C@H]3CN(C(C)=O)CC=C3C(C#N)=C(N)C2(C#N)C#N)c2ccccc12	2.3	0.63	4	1%	-10	0.76	-0.8*	-0.88	1.1
20	CC(=O)O[C@H]1C[C@@H]2CC[C@@H]3[C@H](CC[C@@]4(C)[C@H]3C[C@H]([N+]3(C)CCCCC3)[C@@H]4OC(C)=O)[C@@]2(C)C[C@@H]1[N+]1(C)CCCCC1	-1.0	17*	7	1%	-3&2	-0.43	100	-0.14	1
21	Cc1ccc(C(CC(=O)O)Nc2nc(N3CCCCC3)nc(N3CCCCC3)n2)cc1 (centres undefined)	-1.0	-0.36	4	5%	-5	-0.02	87	0.6	1.1
22	Cc1c(=O)n(OCc2ccccc2)c2ccccc2[n+]1[O-]	-3.1	0.46	8	12%	2	-0.31	34	-0.16	1.2
23	CCN(CC)CCOc1cc2c(nn1)Oc1ccccc1N2C	-3.1	-0.46	2	11%[fluoresces]	-2	1.1	240	-1	3.8*
24	COC(=O)C1=C(N)Oc2cc(C)[nH]c(=O)c2C1c1ccncc1 (centres undefined)	-0.3	0.053	7	2%	-4	0.037	151	0.012	1
25	Cc1ccccc1Cn1c(CN2CCN(C(=O)c3ccco3)CC2)nc2c1c(=O)n(C)c(=O)n2C	-0.1	-0.43	3	7%	-2	0.45	102	0.45	0.93

# The closing 2 entries of the part above are carried over, then new ones follow:
no.	Compound	HTR1A agonist	D1 mod	Ec RNAP inh	NADH coupling	Hsp90 block	M1 agonist	HER2 expr 66K	M1 antag	Fluor 339 460
24	COC(=O)C1=C(N)Oc2cc(C)[nH]c(=O)c2C1c1ccncc1 (centres undefined)	-0.3	0.053	7	2%	-4	0.037	151	0.012	1
25	Cc1ccccc1Cn1c(CN2CCN(C(=O)c3ccco3)CC2)nc2c1c(=O)n(C)c(=O)n2C	-0.1	-0.43	3	7%	-2	0.45	102	0.45	0.93
26	CC(=O)c1cc2c(=O)c3ccccc3oc2nc1C	-0.2	·	·	5%	-3	0.03	86	0.31	1.1
27	COc1ccc(CN(C)CC(=O)c2c(N)n(Cc3ccccc3)c(=O)n(C)c2=O)c(OC)c1	-2.4	-1.9	7	1%	-5	-0.83	105	-0.25	1.1
28	Cc1[nH]c2ccccc2c1CCC(N)=O	-1.0	0.48	5	5%	-4	-0.28	117	-0.44	1.1
29	OCCN1CN=C(Nc2nc3ccccc3s2)NC1	-4.5	0.061	7	9%	-2	-0.56	99	0.86	1.1
30	CCC(c1nnnn1C1CCCCC1)N1CCN(C2CCCC2)CC1 (centres undefined)	-1.2	-0.28	8	10%	-3	-0.38	119	0.37	1.1
31	CCC1CC(C)(C(=O)Nc2ccc(S(N)(=O)=O)cc2)OC1=O (centres undefined)	-0.1	-0.35	3	10%	-1	-0.042	113	0.51	1.1
32	Oc1ccc(N2CCN(C(c3ccncc3)c3nnnn3C3CCCC3)CC2)cc1 (centres undefined)	-0.4	-0.059	12	2%	-4	-0.8	103	0.33	1
33	CN(C)c1[nH]c(=O)c(C#N)c2c1CCN2Cc1ccccc1	-0.5	1.1	6	14%	-6	-0.00096	100	-0.0096	0.74
34	CC1(C)CNC(=O)c2sc(N3CCCCC3)nc2C1	-2.2	0.64	5	6%	-1	4.6	59	-0.27	1.1
35	CN(C)CCSc1nnc2sc3ccccc3n12	2.0	-1.2	9	4%	-2	-0.1	66	-1.7	0.99
36	C=CCNc1sc(C(=O)c2cccs2)c(N)c1C#N	1.8	16*	1	6%	-2	·	100	·	1.1
37	O=C(OCC(=O)N1CCCC1)c1ccco1	-1.0	0.22	0	5%	1	1.1	100	0.13	1.1
38	C=CCn1c(SCC(=O)/C(C#N)=C(\C)N)nnc1C1CCCCC1	-1.6	-1.2	0	7%	-6	0.06	104	0.59	1.1
39	CC1CCN(C(=O)C2CCN(C(=O)c3cc4sccc4n3Cc3ccc(F)cc3)CC2)CC1	2.5	·	2	13%	-2	1.2	41	-1.1	0.86
40	COc1ccc2c(C)c(C(=O)NCC(C)O)oc2c1OC (centres undefined)	·	7.5*	6	10%[fluoresces]	·	0.37	92	-0.037	2.3*
41	O=C(COc1ccccc1)NC1CCN(Cc2ccccc2)CC1	3.9	·	2	4%	-11	-0.68	96	-0.45	1
42	COc1ccccc1OCC(=O)Nc1ccc(S(=O)(=O)NC(C)=O)cc1	-1.5	-1.1	7	2%	-2	·	131	·	1.1
43	COc1cc(CN2CCC(C(=O)NC3CCCC3)CC2)ccc1O	2.2	-1.1	-7	3%[fluoresces]	1	-0.2	87	-0.64	2*
44	O=C(O)c1ccc(Cl)c(S(=O)(=O)N2CCCCCC2)c1	-2.2	-0.16	1	5%	-4	-0.43	103	-0.053	1.1
45	O=C1CC(c2cccc(F)c2)C2=C(CCCC2=O)N1 (centres undefined)	-2.9	0.25	2	8%	-2	0.32	115	-0.053	1.2
46	CCCc1[nH]nc2c1C(c1ccc(OC)c(CSC3=NCCS3)c1)C(C#N)=C(N)O2 (centres undefined)	1.4	3.4	12	5%	-3	-0.032	102	-0.04	1.1
47	Cc1ccc(C)c(SCC(=O)OCC(=O)c2ccco2)c1	0.0	0.0069	8	8%	·	-0.17	242	-0.21	1.1
48	CCc1cc(C(=O)Cc2nc3ccccc3[nH]2)c(O)cc1O	-0.5	-0.011	7	16%	-3	-0.73	90	0.68	2.3*
49	O=C(Nc1nc(-c2ccccn2)cs1)c1ccc(Cl)s1	-2.5	-2.1	0	3%	-3	0.55	74	-1.2	1.1
50	C=CCn1c(CC(=O)Nc2cccc(OC)c2)nnc1SCC(=O)NC1CCCCC1	-0.1	-0.22	-6	9%	-1	-0.17	86	0	1.1
51	Cc1nccn1CC(=O)O	-5.8	-0.62	6	5%	1	-0.66	75	-0.14	1.1
52	CCOC(=O)CSc1nc2cc(C)ccc2cc1C#N	2.0	-1	9	7%	1	-0.42	68	0.13	1.1
53	Cc1ccc(Cn2ccc(NC(=O)c3cc(-c4cccs4)on3)n2)cc1	-0.9	-0.044	4	4%	1	0.013	57	-0.12	1.1
54	O=C(Cc1cn2ccsc2n1)OCc1ccccc1	-0.9	0.19	-1	7%	-1	-1.5	104	0.45	1
55	CCc1c(O)nc(SCC(=O)Nc2ccc(C)cc2)n(C2CCCCC2)c1=O	3.1	·	·	4%	-10	-0.2	114	0.29	1.1
56	COc1ccc(CCNc2nc(N3CCCCC3)nc(N3CCCCC3)n2)cc1OC	-2.9	0.012	3	5%	-7	-0.18	57	0.15	1.1

# Compounds listed so far containing a cyano group (9):
no.	Compound	HTR1A agonist	D1 mod	Ec RNAP inh	NADH coupling	Hsp90 block	M1 agonist	HER2 expr 66K	M1 antag	Fluor 339 460
2	CCOC(=O)CSc1nc2cc(C)cc(C)c2cc1C#N	-0.9	0.43	8	5%	-15	1.4	88	-0.96	1.1
4	CCOC(=O)C1=C2SCCN2C(=O)C(C#N)C1(C)C (centres undefined)	0.5	-0.44	6	3%	·	3.5*	135	-0.19	1.1
11	COC(=O)CSc1nc2c(c(-c3ccc(C)o3)c1C#N)CCCC2	-1.5	2.5	6	5%	-7	-1.6	98	-0.58	1.7
19	COc1ccc([C@@H]2[C@H]3CN(C(C)=O)CC=C3C(C#N)=C(N)C2(C#N)C#N)c2ccccc12	2.3	0.63	4	1%	-10	0.76	-0.8*	-0.88	1.1
33	CN(C)c1[nH]c(=O)c(C#N)c2c1CCN2Cc1ccccc1	-0.5	1.1	6	14%	-6	-0.00096	100	-0.0096	0.74
36	C=CCNc1sc(C(=O)c2cccs2)c(N)c1C#N	1.8	16*	1	6%	-2	·	100	·	1.1
38	C=CCn1c(SCC(=O)/C(C#N)=C(\C)N)nnc1C1CCCCC1	-1.6	-1.2	0	7%	-6	0.06	104	0.59	1.1
46	CCCc1[nH]nc2c1C(c1ccc(OC)c(CSC3=NCCS3)c1)C(C#N)=C(N)O2 (centres undefined)	1.4	3.4	12	5%	-3	-0.032	102	-0.04	1.1
52	CCOC(=O)CSc1nc2cc(C)ccc2cc1C#N	2.0	-1	9	7%	1	-0.42	68	0.13	1.1
